Screening data (PubChem)
DDE Tn7 FP inh = DD(E)-Tn7 binding inhibition, primary FP screen; P02675; FP displacement of FITC-Tn7 peptide from fibrin DD(E); 0% = median of compound wells per plate; inhibition, % at 8.3 µM; 370,000 compounds, 0.13% hits; AID 720508;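 active = inhibition above the mean of compounds falling within the control limits plus 3 SD of them, cut at about 14% in these data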;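 also: 0% = plate median of compound wells and 100% = 10 µM Aha-Tn7 peptide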
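Assay system: Human fibrin DD(E) protein | Medium: Tris buffer with calcium and detergent, pH 7.8 | Reagent: 0.1 µM fluorescent Tn7 | Compound dosing: Single point at 8.3 µM | Times: 10 min preincubation, 3 h with tracer, room temperature | Detection: Fluorescence polarization of the labelled Tn7 tracer | Controls: Aha-Tn7 high control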
PLC-gamma1 inh = blocks human PLC-gamma1 enzyme activity; 370,000 compounds, 0.84% hits; inhibition, % at 12.2 µM; purified PLC-gamma1, fluorogenic substrate, fluorescence; in the data active = inhibition above about 9.5%
ARFGAP1 inh = inhibitors of rat ARFGAP1; Q62848; Arfgap1-stimulated ARF1 GTP hydrolysis, GDP FP detection; inhibition, % at 16.5 µM; 360,000 compounds, 0.26% hits; AID 651572;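 active = inhibition above a per-plate limit, mean inhibition of low control wells plus 3 SD, cut at about 25% in these data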;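 also: 0% = DMSO wells with enzyme and 100% = wells lacking Arfgap1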
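Material: truncated rat Arfgap1 GAP domain; Incubation: compound-enzyme preincubation 20 min, reaction 120 min, detection 60 min, 25 °C; Read-out: percent inhibition of Arfgap1-stimulated GTP hydrolysis; Technique: FP, GDP Alexa 633 tracer displaced from anti-GDP antibody, 620/688 nm; Controls: No-Arfgap1 wells (100%) versus DMSO full-reaction wells (0%); Replication: single well per compound.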
DDE Tn6 FP inh = disrupts Tn6 cyclic peptide binding to fibrin D-Dimer-E complex; inhibition, % at 8.3 µM; 370,000 compounds, 0.21% hits; Fibrin DD(E) TRITC-Tn6 fluorescence polarization displacement; P02675; AID 720509;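 active = inhibition above a per-campaign cutoff: mean of compounds within control limits plus 3 SD, cut at about 15% in these data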;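 also: 0% = median of all compound wells on the plate and 100% = blocking peptide control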
KLK7 zymogen act = activators of human kallikrein-7 zymogen | 370,000 compounds, 0.9% hits | AID 652039 | purified proKLK7, EDANS-DABCYL substrate fluorescence; 100% is mature enzyme control, 0% vehicle | activation, % at 7 µM;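 active = activation above the mean of all tested compounds plus 3 SD, computed per campaign excluding outliers beyond control limits, cut at about 13% in these data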
UHRF1 MBD2 ctr = UHRF1 methyl-DNA binding inhibition | UHRF1 binding to methylated oligo, TR-FRET | inhibition, % at 4.4 µM | 370,000 compounds, 0.75% hits | AID 687016; in the data active = inhibition above about 21%;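 also: UHRF1 SRA domain binding a hemimethylated CpG hairpin DNA probe; 0% = median of test compound wells and 100% = reference inhibitor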
ASAP1 inh = blocks human ASAP1-stimulated Arf1 GTP hydrolysis. GDP FP detection. inhibition, % at 16.5 µM. 360,000 compounds, 0.19% hits. Q9ULH1; in the data active = inhibition above about 25%;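 also: 0% = vehicle with enzyme and substrate and 100% = no enzyme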
Target sequence (Q9ULH1 325-724 limits assumed): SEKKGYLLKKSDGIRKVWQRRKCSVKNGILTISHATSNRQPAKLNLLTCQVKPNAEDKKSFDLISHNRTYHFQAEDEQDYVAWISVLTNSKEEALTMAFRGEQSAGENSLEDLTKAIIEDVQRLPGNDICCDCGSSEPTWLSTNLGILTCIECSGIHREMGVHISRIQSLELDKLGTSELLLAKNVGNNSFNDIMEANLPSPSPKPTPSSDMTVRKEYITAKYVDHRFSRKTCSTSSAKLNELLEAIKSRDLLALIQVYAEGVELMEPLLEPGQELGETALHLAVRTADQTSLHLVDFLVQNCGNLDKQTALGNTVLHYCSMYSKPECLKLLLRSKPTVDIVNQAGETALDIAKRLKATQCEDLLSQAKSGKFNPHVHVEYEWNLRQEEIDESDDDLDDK
ADAM17 inh = inhibits human ADAM17 | P78536 | recombinant ADAM17, EDANS/DABCYL FRET peptide cleavage | inhibition, % at 6.95 µM | 370,000 compounds, 0.83% hits | AID 720648;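 active = inhibition above the mean of compounds lying between control limits plus 3 SD, set per campaign, cut at about 8.5% in these data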;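 also: 0% = DMSO-only wells as the low control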
Target sequence (P78536 215-824 limits assumed): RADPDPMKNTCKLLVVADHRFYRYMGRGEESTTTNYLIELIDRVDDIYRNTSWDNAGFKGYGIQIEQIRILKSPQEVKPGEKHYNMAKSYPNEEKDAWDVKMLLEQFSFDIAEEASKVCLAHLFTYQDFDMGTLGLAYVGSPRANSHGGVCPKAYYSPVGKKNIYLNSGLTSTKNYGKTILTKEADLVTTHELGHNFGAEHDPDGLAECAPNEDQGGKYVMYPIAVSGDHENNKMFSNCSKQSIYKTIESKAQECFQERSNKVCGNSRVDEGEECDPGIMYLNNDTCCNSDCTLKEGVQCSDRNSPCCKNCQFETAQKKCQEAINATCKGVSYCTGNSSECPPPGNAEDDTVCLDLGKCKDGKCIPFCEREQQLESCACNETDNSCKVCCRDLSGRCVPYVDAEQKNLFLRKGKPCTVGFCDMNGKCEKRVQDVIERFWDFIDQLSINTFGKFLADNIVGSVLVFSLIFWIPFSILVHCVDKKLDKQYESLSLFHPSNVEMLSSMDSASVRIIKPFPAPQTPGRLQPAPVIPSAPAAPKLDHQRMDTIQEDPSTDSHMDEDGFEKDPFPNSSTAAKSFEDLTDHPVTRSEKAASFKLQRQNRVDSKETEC
MBD2 inh = blocks human MBD2 binding to methylated DNA; Q9UBB5; TR-FRET, MBD2 binding to methylated oligonucleotide; inhibition, % at 4.4 µM; 370,000 compounds, 0.31% hits; in the data active = inhibition above about 13%
PLC-beta3 inh = inhibitors of human phospholipase C beta3 | 370,000 compounds, 0.18% hits | inhibition, % at 12.2 µM | Q01970 | Purified PLC-beta3, fluorogenic substrate, fluorescence; in the data active = inhibition above about 11%;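 also: 0% = median of compound wells on plate and 100% = full blocker control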
* marks the source's active call; other numbers are inactive results; / = no result given.

The opening 3 compounds (preview)
SMILES	DDE Tn7 FP inh	PLC-gamma1 inh	ARFGAP1 inh	DDE Tn6 FP inh	KLK7 zymogen act	UHRF1 MBD2 ctr	ASAP1 inh	ADAM17 inh	MBD2 inh	PLC-beta3 inh
CSCCC(NS(=O)(=O)c1ccc(Cl)cc1)C(=O)O (configuration not stated)	0	4	5	-4	0.1	1	-2	-2	-2	-7
CC(NS(=O)(=O)c1ccc(N)cc1)C1CC2CCC1C2 (configuration not stated)	2	1	7	-2	0.3	-1	-11	0	1	-3
COc1cc(C)c(C(=O)Oc2cc(C)c(C(=O)O)c(O)c2C)c(O)c1C	1	4	-25	-2	-0.5	1	0	11*	-5	5

Results, repeating the preview:
SMILES	DDE Tn7 FP inh	PLC-gamma1 inh	ARFGAP1 inh	DDE Tn6 FP inh	KLK7 zymogen act	UHRF1 MBD2 ctr	ASAP1 inh	ADAM17 inh	MBD2 inh	PLC-beta3 inh
CSCCC(NS(=O)(=O)c1ccc(Cl)cc1)C(=O)O (configuration not stated)	0	4	5	-4	0.1	1	-2	-2	-2	-7
CC(NS(=O)(=O)c1ccc(N)cc1)C1CC2CCC1C2 (configuration not stated)	2	1	7	-2	0.3	-1	-11	0	1	-3
COc1cc(C)c(C(=O)Oc2cc(C)c(C(=O)O)c(O)c2C)c(O)c1C	1	4	-25	-2	-0.5	1	0	11*	-5	5
Cc1nc2ccccc2c2nc(NC(=O)C(F)(F)F)nn12	-3	0	-8	-3	0.0	0	-4	-8	6	-9
O=C(NNC(=O)c1ccc([N+](=O)[O-])cc1)c1ccncc1	-8	2	8	-3	-0.1	0	-4	1	1	4
COc1cc2cc(CCOC(=O)c3ccc(F)cc3)oc(=O)c2cc1OC	-8	2	1	8	-0.5	-5	-10	-2	-4	2
NC(=O)N=Nc1c(O)[nH]c2ccc([N+](=O)[O-])cc12	0	1	6	7	0.8	-10	3	-3	-9	-5
COC(=O)[C@@]1(Sc2ccc(C)cc2)CC(=O)N[C@@H]1c1ccc(C(F)(F)F)cc1	-6	2	3	3	0.2	23*	-5	4	8	2
Cc1nc(S(=O)(=O)Cc2ccccc2)nc2c1CCC2	3	3	-1	0	0.2	8	-10	2	2	4
Cc1c(NC(=O)C2CC(c3cccc(Br)c3)=NO2)c(=O)n(-c2ccccc2)n1C (configuration not stated)	-2	-1	-3	2	0.1	1	-5	-2	-1	0
CN(CCCNC(=O)CSc1cc(=O)n(C)c2ccc(Cl)cc12)Cc1ccccc1	-6	2	-11	3	0.3	-4	14	-6	-3	1
CCOC(=O)Cn1cc(CN2CCS(=O)(=O)N(Cc3ccccc3)C(C(=O)OC)C2)nn1 (configuration not stated)	4	-2	/	-4	0.5	16	/	-4	14*	-2
CCCCOc1ccc(/C=N/NC(=O)C2CCCNC2=O)cc1 (configuration not stated)	-8	2	10	-10	0.0	-3	-11	1	-3	-5
S=C(Nc1cc(Cl)cc(Cl)c1)NC1CCN(Cc2ccccc2)CC1	4	7	7	-5	0.3	-1	8	6	4	-6
CN(C(=O)c1ccc(OC2CCN(Cc3ccccn3)CC2)cc1)C1CCCCC1	2	1	-9	5	-0.2	0	-2	-2	-3	-5
S=C(NCCCn1ccnc1)Nc1ccc(Cl)cc1Cl	10	3	-6	5	-0.5	3	-8	-58	3	3
CCOC(=O)C1CCN(CCCSc2ccc(Cl)cc2)CC1	5	4	-11	-4	0.5	-1	0	-2	4	-3
Cn1c(=O)c2c(ncn2CC(=O)OCC(=O)Nc2cc(Cl)ccc2C#N)n(C)c1=O	4	-1	4	4	-0.3	-1	0	-3	-2	0
COc1ccc(NS(=O)(=O)c2cc(S(C)(=O)=O)ccc2C)cc1	4	2	-5	8	0.2	1	-9	-2	1	-1
Cc1nc(SCCOc2ccc(F)cc2)c2ccccc2n1	1	2	11	3	-0.2	1	-13	0	4	0
Cc1ccc(C(=O)OC2CCCN(C)C2)cc1 (configuration not stated)	3	1	10	-4	-0.5	9	7	-2	5	0
CN1CCN(S(=O)(=O)c2ccc3c(c2)NC(=O)C2CCCN32)CC1 (configuration not stated)	-7	-33	-6	-5	-0.9	-4	11	-6	-1	-41
COc1ccc(OCC(O)CON2C(=O)c3ccccc3C2=O)cc1 (configuration not stated)	5	0	-6	12	0.2	1	-1	-3	-2	-4
CC(=O)Cn1nnc(-c2ccc(C(F)(F)F)cc2)n1	-1	-3	0	8	-0.1	-1	0	0	-5	-10
COc1ccc(/C=N/N2CCOCC2)cc1Cn1cc([N+](=O)[O-])cn1	2	1	-5	8	-0.5	0	9	-2	-3	-7
Cc1onc(-c2ccccc2)c1C(=O)c1c[nH]c(C(=O)NCc2ccncc2)c1	0	3	0	-6	0.3	0	-5	-6	-6	-5
CC(C)CN(CC(C)C)S(=O)(=O)N1CCC(C(=O)NC2CCCCCCC2)CC1	-9	2	7	1	0.7	0	1	2	3	10
Cc1cc2nc(-c3nnnn3C3CCCCC3)c(=O)[nH]c2cc1C	3	-83	-6	3	-1.4	9	7	-38	-3	-109
C[C@H](CO)N1C[C@H](C)[C@H](CN(C)C(=O)Nc2ccc(F)cc2)Oc2ncc(Br)cc2C1=O	3	4	6	-5	-0.3	-2	3	-4	1	1
COc1ccccc1N1CCN(/N=C/C=C\c2ccccc2[N+](=O)[O-])CC1	6	0	1	-2	0.8	-1	-7	3	3	0
CCOC(=O)C1(CCOc2ccccc2)CCN(Cc2ccc(F)c(OC)c2)CC1	2	3	11	12	-0.4	0	3	4	-3	3
CC(=O)N1CCC[C@H]1C(=O)O	4	3	7	-4	0.3	-1	0	0	-2	-3
CCc1cccc(CC)c1NC(=O)CN1CCN(c2ccccc2)CC1	-10	2	10	8	-0.3	1	2	-2	2	5
CC1=C(C(=O)N(C)C)CC(CC(=O)NCCc2ccccn2)C(=O)N1Cc1ccc(F)cc1 (configuration not stated)	-3	0	-5	-1	0.0	19	6	2	6	2
CN(C(=O)c1ccncc1)c1ccccc1	4	1	7	8	-0.3	-1	-5	-2	-1	-1
CC1C(=O)CC(c2ccccc2)NC1c1ccccc1 (configuration not stated)	8	1	3	8	-0.3	-2	-2	0	-6	4
CCCCNC(=O)C[C@H]1C[C@@]2(C(=O)OC)C(=C[C@H](C3CCCC3)O[C@@H]2C)N(Cc2ccc(Cl)cc2Cl)C1=O	-4	2	/	7	0.3	1	/	-3	-1	2
N#CCCn1cc(C(=O)CN2C(=O)NC3(CCc4ccccc43)C2=O)c2ccccc21 (configuration not stated)	-8	-5	2	5	-0.3	0	2	2	3	-15
COc1ccc(CCNC(=O)c2cc(-c3ccco3)nc3ccccc23)cc1	0	-17	0	-8	-0.7	21*	-9	9.5*	17*	-54
O=C(CSc1ccc(Br)c2cccc(Cl)c12)Nc1ccc(S(=O)(=O)Nc2nccs2)cc1	-1	11*	-1	27*	0.2	7	17	16*	2	-4
COC(=O)c1ccc(NC(=O)c2ccccc2N(C)S(=O)(=O)c2ccccc2)cc1	2	7	1	12	0.6	-2	5	4	-2	6
OCCN(Cc1ccccc1)c1ncnc2sccc12	-9	-6	-4	-2	0.5	1	5	-2	0	-13
S=C(Nc1ccc(Cl)cc1)OC1CCC12CCC(c1ccccc1)CC2 (configuration not stated)	8	0	/	-5	0.2	-2	/	4	-3	1
Cc1cc(C)n(C2CCCCC2OC(=O)CCc2ccccc2)n1 (configuration not stated)	5	1	-9	8	0.3	2	-5	-3	5	-6
O=C(Nc1ccc(C(O)(C(F)(F)F)C(F)(F)F)cc1)c1ccccc1C(F)(F)F	5	-4	/	5	/	-3	/	4	2	-1
CC(=O)N1CCN(Cc2ccc(Br)s2)CC1	-2	1	8	6	0.8	-2	0	-4	1	4
O=C1CC(c2ccccc2)CC(O)=C1C=Nc1ccc(O)cc1 (configuration not stated)	-1	-15	2	4	-0.1	-3	4	0	-6	-17
O=c1[nH]cnc2c1c(-c1ccccc1)cn2-c1ccc(F)cc1	0	-3	0	-16	-0.1	2	4	-3	5	-1
CN(CCOC(=O)/C=C/c1ccco1)Cc1ccccc1	-6	-5	1	-4	-0.4	26*	2	-5	7	-12
CC(=O)N1c2ccc(S(=O)(=O)N3CCC(C(=O)Nc4cccc(F)c4)CC3)cc2CC1C (configuration not stated)	-4	0	-9	0	-0.8	1	0	-1	-4	-5
O=C(CS(=O)(=O)c1ccc(F)cc1)NCc1ccccc1	5	0	4	0	0.0	4	-5	-3	1	-4
CC1=CC(C)C2(CO)COC(c3ccc(O)cc3)C1C2C (configuration not stated)	-3	-1	9	3	0.2	0	-13	1	-1	3
O=C(Nc1cccc(Cl)c1)c1ccc2c(c1)SC1=NS(=O)(=O)CCN12	2	0	7	-4	-0.5	1	2	0	-4	1
Cn1c(=O)c2c(nc(N3CCCCC3)n2CC(O)COc2ccccc2)n(C)c1=O (configuration not stated)	-3	4	-1	1	-0.5	3	8	0	-6	-1
COc1cccc(CN(C)C(=O)c2ccc(Oc3ccccc3)cc2)c1OC	1	-1	-8	-3	-0.7	3	0	-1	2	-9
Cc1ccc(/C=N/n2c(-c3ccncc3)n[nH]c2=S)s1	7	-1	-6	2	0.6	-5	-3	-2	-9	-3
O=C(Nc1ccc2c(c1)OCCO2)C1c2ccccc2OCC(=O)N1Cc1ccccc1 (configuration not stated)	7	6	-11	-1	-0.1	-1	0	8	-4	1
c1ccc(Cn2cnc3ccccc32)cc1	9	3	3	-2	-0.9	-1	4	7	-7	7
COc1ccc2c(c1)c(=O)oc1c(C)c(OC(C)C(=O)NCC3CCC(C(=O)O)CC3)ccc12 (configuration not stated)	-1	-173	3	-6	-3.6	1	1	-147	6	-223
O=C(Cc1cccs1)N1CCCC(c2nc3c(nnn3Cc3ccccc3Cl)c(=O)[nH]2)C1 (configuration not stated)	4	-2	-1	0	0.4	-3	17	-4	-3	-2

(continued)
SMILES	DDE Tn7 FP inh	PLC-gamma1 inh	ARFGAP1 inh	DDE Tn6 FP inh	KLK7 zymogen act	UHRF1 MBD2 ctr	ASAP1 inh	ADAM17 inh	MBD2 inh	PLC-beta3 inh
COc1ccc(N(C(=O)c2snc(C(N)=O)c2N)C(C(=O)NC2CCCC2)c2ccc(C)o2)c(OC)c1 (configuration not stated)	5	-38	-3	-3	2.4	-7	3	-28	-3	-56
CSc1ncccc1C(=O)N1CCCC(C(=O)c2cc(F)ccc2F)C1 (configuration not stated)	-6	2	9	2	0.9	-1	4	-2	1	-7
CN1CCC(NC(=O)Nc2cccc(C(F)(F)F)c2)CC1	7	0	2	6	-0.1	0	-3	-1	0	0
CC(NC(=O)c1cccs1)C(c1cccs1)N1CCOCC1 (configuration not stated)	0	-4	-1	4	0.0	5	1	-2	3	-2
O=C(NN=C1CCCC1)c1cccc(O)c1	-3	0	4	-2	-0.5	2	0	-1	-1	-4
O=C(NC1CC1)c1ccc(CSCc2ccccc2Cl)o1	-7	-2	-4	-2	-0.8	3	7	1	2	-9
